Screening data from PubChem BioAssay.
GPR55 beta-arrestin: GPR55 agonists via beta-arrestin recruitment, primary screen, imaging, U2OS cells, beta-arrestin-GFP redistribution (AID 1961); U2OS GPR55 beta-arrestin-GFP redistribution imaging; higher % means a stronger effect; activation, % at 10 µM; hits with a dose series show EC50 in µM; actives 0.048% (n = 290,000);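 active = activation above 40% with more than 50 cells counted in the well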;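 note: U2OS osteosarcoma cells stably expressing GPR55 and beta-arrestin-GFP; plate controls were DMSO negative control for no effect and LPI positive control for full effect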
TNAP activation fold: human TNAP enzyme activators, primary screen, biochemical, luminescent, no phosphate acceptor, uHTS (AID 1001). purified TNAP, luminescent activation assay, no phosphate acceptor; higher activation fold means a stronger effect. actives 0.03% (n = 200,000). activation fold at 20 µM, or EC50 in µM where a hit was titrated. Alkaline phosphatase, tissue-nonspecific isozyme (Homo sapiens); in the data active = activation fold from about 3, or a potency from the dose series; inactive = the rest, 99 in 100 with activation fold below about 1.6; note: many of its hits are not listed in these tables
KOR beta-arrestin-1: KOR antagonists, beta-arrestin recruitment, cell-based, luminescence, uHTS (AID 1778). Kappa-type opioid receptor (Homo sapiens). KOR beta-arrestin recruitment, luminescence, antagonist mode; higher % means a stronger effect. inhibition, % at 10 µM; hits with a dose series show IC50 in µM. actives 0.091% (n = 290,000); note: strong numbers were not always called active
NOD1 inhibition: NOD1 signaling inhibitors, primary screen, cell-based, luminescence, uHTS (AID 1578) | NOD1-driven NF-kB luciferase reporter cells, luminescence; higher % means a stronger effect | inhibition, % at 4 µM, or EC50 in µM where a hit was titrated | actives 1% (n = 290,000); in the data active = inhibition mostly above about 36%, no sharp cut-off; inactive = mostly below about 34%;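 note: HEK-293T reporter cells stimulated with the NOD1 agonist gamma-tri-DAP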
CSM14.1 death rescue: rescue of cells from ER stress-induced death, primary screen, 384-well, CSM14.1, thapsigargin, ATP luminescence (AID 1222); CSM14.1 thapsigargin-induced death rescue, ATP luminescence; higher % means a stronger effect; 190,000 tested, under 10 active; cellular ATP content (survival), % at 20 µM; hits with a dose series show EC50 in µM;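 active = EC50 below 50 µM in the dose-response confirmation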;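 note: death triggered by thapsigargin at about 15 µM added after 2 h compound pretreatment; cell ATP read after overnight thapsigargin exposure of roughly 18 to 22 hours; normalized against plate controls of thapsigargin alone and 5% DMSO vehicle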
KOR beta-arrestin-2: KOR agonists, beta-arrestin recruitment, primary screen, cell-based, luminescence, uHTS (AID 1777); Kappa-type opioid receptor (Homo sapiens); KOR beta-arrestin recruitment, luminescence; higher % means a stronger effect; activation, % at 10 µM; hits with a dose series show EC50 in µM; actives 0.02% (n = 280,000); in the data active = activation above about 50%, passing the limit was not always enough; note: a part of the inactive calls stands beside numbers as strong as those of hits
Yfh1-off respiration: enhancers of respiration in Yfh1-depleted yeast, dose response, Friedreich's ataxia, plus single-dose screen (AID 1465). S. cerevisiae Yfh1-off respiration, WST-1 reduction, 72 h; higher fold induction means a stronger effect. actives 0.074% (n = 220,000). one-dose fold induction at 50 µM; EC50 in µM for titrated hits;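 active = fold induction of absorbance versus untreated yeast above a set limit, then at least 30% activation at any dose in follow-up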;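 note: activators that raise dye reduction in frataxin-depleted yeast; strong numbers were not always called active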
NOD2 inhibition: NOD2 signaling inhibitors, cell-based, luminescence, uHTS, HEK293 (AID 1566); one-dose inhibition, % at 4 µM; EC50 in µM for titrated hits; actives 0.63% (n = 290,000); HEK293 NOD2/NF-kB luciferase reporter, luminescence; higher % means a stronger effect; note: many of its hits are not listed in these tables
NTR1 ag: agonists of NTR1, primary screen, imaging, U2OS cells, beta-arrestin-GFP, high content (AID 493036); NTR1-U2OS beta-arrestin-GFP spot imaging, agonist mode; activation, % at 20 µM; actives 0.17% (n = 330,000);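 active = activation at or above 40% of the spot to cytoplasm intensity ratio, with at least 20 cells analyzed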;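 note: 0% = DMSO without peptide and 100% = 100 nM NTR1 peptide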
Target sequence (P30989 whole entry, looked up): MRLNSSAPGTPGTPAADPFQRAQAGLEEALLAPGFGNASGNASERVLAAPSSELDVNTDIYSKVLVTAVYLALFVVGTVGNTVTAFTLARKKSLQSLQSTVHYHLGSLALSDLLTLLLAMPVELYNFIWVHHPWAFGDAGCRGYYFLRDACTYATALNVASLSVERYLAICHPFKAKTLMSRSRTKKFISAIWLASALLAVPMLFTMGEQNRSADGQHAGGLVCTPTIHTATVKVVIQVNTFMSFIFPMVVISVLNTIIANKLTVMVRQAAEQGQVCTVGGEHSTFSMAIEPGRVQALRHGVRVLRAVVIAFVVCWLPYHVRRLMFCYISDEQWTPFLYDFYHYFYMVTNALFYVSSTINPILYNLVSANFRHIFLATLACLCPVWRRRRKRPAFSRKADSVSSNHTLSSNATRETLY
NTR1 ag cell count 20 µM: recorded beside NTR1 ag, whose call it bears; cell count; measured here: cell count, cytotoxicity flag
* hit, by the source's call; i = inactive; / = not tested or not shown; [ ] = remark or other dose. Cut-off read from the data, not from the text of the source, unless noted: active = inhibition above about 50%; inactive = the rest. An excerpt; count on the stated rates, not on these rows.

Every second line gives: GPR55 beta-arrestin	TNAP activation fold	KOR beta-arrestin-1	NOD1 inhibition	CSM14.1 death rescue	KOR beta-arrestin-2	Yfh1-off respiration	NOD2 inhibition	NTR1 ag	NTR1 ag cell count 20 µM
> COc1ccc(NC(=O)CSc2nc(C(C)C)nc3c2c(=O)n(C)c(=O)n3C)c(OC)c1
 : 0.3%	/	-417.4%	-39.9%	/	4.1%	/	15.7%	4.7	66
> CCOc1ccccc1CNCCNCC(C)O (stereo not drawn)
 : 0.2%	1	-13.2%	-2.8%	0.3%	/	i	2.7%	2.8	71
> COC(=O)c1cccc(NC(=O)C2COc3ccccc3O2)c1C (stereo not drawn)
 : -0.2%	1.1	19.1%	-28.8%	0.6%	4.9%	i	-20.6%	0.3	72
> COc1ccc(N(CC(O)Cn2c(C)nc3ccccc32)S(=O)(=O)c2ccc(C)cc2)cc1 (stereo not drawn)
 : 0.8%	1.1	9.4%	-29.2%	-1.7%	2.3%	i	3.4%	5.0	58
> COc1ccc(OCc2nc(-c3ccc(F)c(F)c3)cs2)cc1
 : -0.2%	/	3.1%	-1.4%	/	-0.7%	i	14.8%	7.2	42
> O=C(c1ccc(Cl)cc1)C1CCCN(Cc2ccc(Oc3ncccn3)cc2)C1 (stereo not drawn)
 : -0.2%	1.1	-11.7%	19.6%	2.8%	-3.5%	i	-0.6%	1.1	57
> COc1ccc(OCC(O)COc2ccc(OC)cc2)cc1
 : 0.2%	1.1	-18.0%	-20.4%	-3.4%	0.3%	i	-13.1%	1.4	58
> CCn1c(SCC(=O)N2CCCC2)nc2c(c1=O)SCC2
 : -0.1%	/	42.4%	30.0%	/	0.6%	/	-7.4%	-0.5	62
> O=C(C[n+]1ccc2c(c1)nnn2-c1ccccc1)c1ccc(Cl)cc1
 : 0.4%	/	7.3%	-13.4%	/	4.1%	i	-3.0%	-1.2	59
> O=C(COc1ccccc1Br)NCCc1nc2ccccc2[nH]1
 : 0.1%	1.1	-16.9%	-25.7%	-4.3%	0.3%	i	20.1%	-0.4	80

Some values from the entries so far:
COc1ccc(NC(=O)CSc2nc(C(C)C)nc3c2c(=O)n(C)c(=O)n3C)c(OC)c1 in GPR55 beta-arrestin → 0.3%
COc1ccc(OCC(O)COc2ccc(OC)cc2)cc1 in NTR1 ag → 1.4

Other compounds follow.
Every second line gives: GPR55 beta-arrestin	TNAP activation fold	KOR beta-arrestin-1	NOD1 inhibition	CSM14.1 death rescue	KOR beta-arrestin-2	Yfh1-off respiration	NOD2 inhibition	NTR1 ag	NTR1 ag cell count 20 µM
> O=C(c1ccccc1)c1ccc(OCC(O)CNCc2cccc(Cl)c2)cc1 (stereo not drawn)
 : -0.1%	/	-19.0%	-14.6%	/	2.5%	/	-7.7%	/	/
> COc1ccc(C2C(C(=O)O)CCC(=O)N2c2ccc(OC)cc2)cc1 (stereo not drawn)
 : 0.2%	1	-0.6%	2.9%	8.0%	-2.4%	i	10.7%	-0.6	56
> CN1CCN(c2ccc(NC(=O)c3cc([N+](=O)[O-])ccc3N3CCOCC3)cc2)CC1
 : -0.2%	/	0.8%	-34.6%	/	0.4%	/	20.1%	-0.1	61
> COc1ccccc1/C=C/CN1CCCCC1
 : -0.1%	/	-1.5%[20 µM]	19.2%	/	-0.3%	/	-7.6%	0.6	53
> O=C(O)c1ccccc1C(=O)Nc1ccc(Br)c(C(F)(F)F)c1
 : 0.2%	/	-8.3%	-11.4%	/	2.7%	i	-4.0%	-0.1	53
> CCOc1ccc(Cc2nn[nH]n2)cc1
 : -0.2%	1.1	8.2%	-10.7%	0.9%	-5.1%	i	6.4%	-0.6	49
> O=C(CSc1nc2c(cnn2-c2ccccc2)c(=O)[nH]1)N1CCCCC1
 : -0.3%	/	21.6%	-7.0%	/	-0.4%	i	18.8%	-1.1	64
> COc1cnn(-c2ccc(C)cc2)c(=O)c1Cl
 : 0.1%	1.1	5.1%	-22.7%	-1.0%	-12.6%	i	-16.6%	2.3	69
> CC(C)CNS(=O)(=O)c1ccc(CCC(=O)Nc2cc(Cl)ccc2Oc2ccccc2)cc1
 : -0.1%	1.1	35.6%	23.4%	-0.1%	-3.3%	i	-29.5%	3.8	38
> CCOc1cc2[nH]c(=O)n(CCC(=O)NCCc3ccccc3)c(=O)c2cc1OCC
 : -0.2%	1.2	3.3%	-0.5%	-0.2%	-3.7%	i	7.5%	-0.1	89
> Brc1ccc(OCCn2ccnc2)cc1
 : -0.3%	0.9	-11.9%	-5.5%	-1.1%	-1.1%	i	15.7%	-0.3	64
> O=C(c1ccc(CN2CCOCC2)cc1)N1CCN(c2ccccc2F)CC1
 : -0.1%	1.2	6.2%	-2.4%	0.6%	-4.5%	i	-16.4%	1.1	72
> COc1ccc(CCNC(=O)Cn2nnc(-c3cccc(OC)c3OC)n2)cc1OC
 : -0.3%	1	-25.2%	11.3%	-1.2%	-4.5%	i	10.0%	-0.1	78
> O=C(O)c1cc(S(=O)(=O)N(Cc2ccccc2)c2ccccc2Cl)ccc1Cl
 : 0.0%	/	-24.9%	4.7%	/	2.5%	/	4.3%	1.6	85
> CC(=O)N1[C@H](C)C=C[C@]1(Cc1ccccc1)C(=O)NCc1cc(F)cc(C(F)(F)F)c1
 : -0.1%	1	19.2%	5.4%	0.4%	-3.4%	i	9.7%	3.6	99
> COc1ccc(-c2cc(C(F)(F)F)nc(N3CCN(C)CC3)n2)cc1
 : 0.0%	1.1	-4.0%	-5.2%	-0.8%	2.0%	i	16.2%	4.5	85
> c1ccc(COCCN2CCN(CCOCc3ccccc3)CC2)cc1
 : -0.1%	1.1	21.3%	6.5%	-0.9%	-9.1%	i	-54.2%	1.2	56
> Cn1c(=O)n(CC(=O)NCC2CCCO2)c(=O)c2c3c(sc21)COC(C)(C)C3 (stereo not drawn)
 : 0.3%	/	-69.0%	-5.7%	/	-1.5%	/	8.1%	1.1	59
> CNC(=O)CN(CCc1ccccc1)S(=O)(=O)c1ccc(OC)cc1
 : -0.3%	/	-30.0%	-4.9%	/	1.1%	/	-3.2%	0.8	90
> CC1CCN(C(=O)COC(=O)Cc2c[nH]c3ccccc23)CC1
 : -0.1%	/	2.6%	-11.9%	/	-4.0%	/	0.4%	-1.8	69
> COc1ccc(S(=O)(=O)N(C)c2ccc(C(=O)N3CCCCC3)cc2)cc1OC
 : 0.7%	/	42.5%	-0.9%	/	1.1%	i	13.0%	4.8	63
> CCN(CC)S(=O)(=O)c1ccc(NC(=O)c2nc3nc(C)cc(C)n3n2)cc1
 : 0.8%	/	-4.1%	2.7%	/	-3.2%	i	21.7%	-1.8	86
> CCOc1cc(N2CCOCC2)c(OCC)cc1NC(=O)CN1C(=O)NC(Cc2ccccc2)C1=O (stereo not drawn)
 : 0.2%	1.1	9.8%	-25.5%	-1.9%	-1.2%	i	13.2%	0.6	52
> CC(C)OC(=O)CN1C(=O)S/C(=C/c2ccc(N3CCCCC3)o2)C1=O
 : 0.0%	1.1	-10.0%	9.4%	-1.8%	-0.7%	i	2.1%	-2.5	44
> O=C(Nc1ccccc1)C1=C(O)CC(c2ccoc2)CC1=Nc1ccccc1 (stereo not drawn)
 : -0.1%	1.1	4.4%	/	/	2.3%	i	3.2%	1.9	58
> CSc1nnnn1-c1ccc(C)c(Cl)c1
 : 0.3%	1.1	/	-22.1%	-3.2%	-0.6%	i	2.5%	2.9	55
> COc1ccc(/C=N/NC(=O)C2c3ccccc3Oc3ccccc32)c(OC)c1
 : -0.3%	1.2	-32.8%	-5.9%	-1.0%	2.2%	/	-4.8%	5.2	60
> COc1ccc(/C=C/C(=O)c2cc(Br)ccc2OC(=O)c2ccco2)cc1OC
 : 12.8%	0.9	-76.1%	49.3%	-1.3%	5.1%	i	-52.4%	0.0	96
> O=C(Nc1ccc2[nH]c(=O)[nH]c2c1)C(F)(F)F
 : -0.2%	1.1	-16.9%	-24.3%	-1.0%	-0.6%	i	8.6%	0.1	52
> CCOC(=O)c1cc(NC(=O)/C=C\C(=O)O)ccc1Cl
 : 0.6%	1.1	-25.6%[20 µM]	4.9%	1.3%	-1.2%	i	4.1%	2.3	42
> Nc1ncc(Br)cc1S(=O)(=O)Nc1ccccc1F
 : -0.1%	/	-37.6%	-0.2%	/	-2.0%	/	0.2%	0.6	47
> CN1CCN(c2nc3c(c(=O)[nH]c(=O)n3C)n2CC(N)=O)CC1
 : 0.3%	1.2	/	-10.5%	2.0%	/	i	-8.4%	1.0	43
> CCC(=O)N/C(N)=N/c1nc2ccccc2o1
 : -0.6%	/	-4.1%	-2.8%	/	5.9%	i	27.1%	1.8	53
> O=C(NC(Cc1ccccc1)C(=O)O)/C(=C/c1ccc([N+](=O)[O-])cc1)NC(=O)c1ccco1 (stereo not drawn)
 : -0.1%	/	-34.2%	-32.5%	/	1.9%	/	-7.2%	-0.6	62
> COC(=O)c1sccc1NC(=O)CNC(=O)c1ccccc1
 : -0.5%	1.1	-0.4%	-31.6%	0.9%	-2.2%	i	-6.6%	0.9	61
> O=c1[nH]c2ccc(NS(=O)(=O)c3ccc(Cl)cc3)cc2[nH]1
 : 0.1%	1	8.3%	-42.8%	2.7%	-0.3%	i	-0.6%	-0.6	75
> COc1ccc(NC(=O)c2nc[nH]c2C(=O)N(C)Cc2ccccc2)cc1
 : -0.1%	/	20.9%	-16.9%	/	3.7%	i	5.4%	0.4	66
> CCCCc1c(O)nc(SCC(=O)Nc2ccc(C)cc2)n(-c2ccc(OC)cc2)c1=O
 : 0.2%	/	-14.7%	-14.5%	/	2.5%	/	25.4%	-0.7	59
> Cc1ccc(C(=O)N2CCN(C)CC2)cc1S(=O)(=O)N1CCOCC1
 : 0.0%	/	-3.9%	-27.7%	/	3.2%	/	-1.6%	-0.1	77
> NC(=O)CSc1nnc(CSc2ncccn2)n1-c1ccccc1
 : -0.4%	1.1	5.1%	-4.8%	-10.8%	-0.6%	i	0.5%	-2.0	67
> Cc1cc(NC(=O)Nc2ccccc2)n(C(C)(C)C)n1
 : 0.0%	/	47.6%	2.0%	/	-4.5%	/	-11.2%	1.0	88
> O=C(O)c1ccc(-c2ccc(OS(=O)(=O)c3ccccc3F)cc2)cc1
 : 0.0%	/	-21.5%	-57.6%	/	2.1%	/	-15.0%	-0.4	42
> Cc1ccc(CC2C(=O)N(c3ccc(C)cc3)C(=O)C2C)cc1 (stereo not drawn)
 : 0.1%	1.1	19.3%	-13.2%	-0.8%	-3.0%	i	-7.1%	-0.6	97
> Cc1nc(N)c(CC(Br)CBr)c(Cl)n1 (stereo not drawn)
 : -0.2%	/	4.5%	16.7%	/	-2.7%	i	32.1%	1.3	48
> CCOc1cc(NS(=O)(=O)CC)c(OCC)cc1NC(=O)c1ccco1
 : -0.2%	1.1	-31.7%	-14.9%	-0.9%	-6.6%	i	5.6%	0.6	70
